Growth percent in the NCI-60 one-dose screen (48 h, 10 µM unless noted): 100 = growth as untreated, 0 = no growth, -100 = all killed.
NCI-H322M: NCI-H322M lung cancer. actives 2.7% (n = 80,000)
NCI-H23: NCI-H23 lung cancer; AID 1794731; actives 4% (n = 80,000)
NCI/ADR-RES: NCI/ADR-RES ovarian cells; actives 4.4% (n = 81,000)
OVCAR-3: OVCAR-3 ovarian cancer; actives 7% (n = 79,000)
NCI-H522: NCI-H522 lung cancer; actives 8% (n = 78,000)
NCI-H226: NCI-H226 lung cancer | actives 3.5% (n = 79,000) | AID 1794732
NCI-H460: NCI-H460 lung cancer; actives 6.8% (n = 82,000)
OVCAR-5: OVCAR-5 ovarian cancer | actives 2.9% (n = 82,000) | AID 1794783
OVCAR-8: OVCAR-8 ovarian cancer; actives 4.4% (n = 81,000); AID 1794782
* hit, by the source's call; . = not tested or not shown. The calls were made as follows: active = growth percent below 10; inactive = the rest.

SMILES	NCI-H322M	NCI-H23	NCI/ADR-RES	OVCAR-3	NCI-H522	NCI-H226	NCI-H460	OVCAR-5	OVCAR-8
O=C(/C=C/c1c(Cl)nc2sccn12)c1nccs1	104	94	99	91	72	83	93	73	94
CC(=O)Nc1ccc(S(=O)(=O)/N=S(\C)c2ccc(C)cc2)cc1 (centres undefined)	89	102	102	108	88	104	112	102	102
O=CN1N=C(c2cccc(Nc3ccncc3)c2)CC1c1ccc(Br)cc1 (centres undefined)	101	74	89	96	85	83	90	106	90
CCN(CC)CCC(c1ccccc1)c1ccccc1	110	113	114	128	.	110	103	95	111
CCCCCCC(C)(O)c1ccccc1 (centres undefined)	126	102	101	117	100	106	110	98	115
Cc1cccc(N2CCN(CC(O)COc3ccc(Cl)cc3)CC2)c1 (centres undefined)	104	109	105	111	94	105	112	116	99
COc1cc2nc3cc([N+](=O)[O-])ccc3c(NCCCNCC(C)(C)O)c2cc1OC	-25*	-47*	88	-60*	-57*	-38*	-49*	-3.6*	-45*
N#Cc1ccccc1-c1ccc(Cn2c(-c3cscn3)nc3ccc(Cl)cc32)cc1	88	93	87	88	56	89	94	68	88
COc1cc2c(cc1OC)-c1ccc3cc4c(cc3c1N(CCN(C)C)C2)OCO4	-3.1*	-8.3*	72	8.8*	-45*	-85*	-34*	8.2*	-25*
O=C(NCc1ccco1)Nc1cccc(-c2ccccc2)c1	.	96	109	119	.	105	115	101	119
CCCCC1(CO)NC(=O)NC1=O (centres undefined)	103	99	96	104	98	103	102	103	108
O=C(n1ccc2cc(OS(=O)(=O)c3ccc(F)cc3)ccc21)C12CC3CC(CC(C3)C1)C2	90	84	93	87	88	.	97	91	96
CC(=O)Nc1c(C)nc[nH]c1=O	100	97	99	107	99	97	108	94	103
C=CC(=O)N[C@H](CO)Cc1ccc(-c2cc(Cl)cc(Cl)c2)cc1	81	85	84	88	59	59	100	75	85
NS(=O)(=O)c1ccc(N2C(=O)/C(=C/c3ccccc3)N=C2c2ccccc2)cc1	86	83	80	98	87	88	77	102	58
O=C(CCl)c1ccc2c(c1)CCCC2	94	105	108	114	.	108	107	107	96
COC(=O)C1CCC(=O)N1S(=O)(=O)c1ccc([N+](=O)[O-])cc1 (centres undefined)	100	99	104	112	88	104	106	102	115
CCOC(=O)CNC(=O)Nc1ccc(Oc2ccc(NC(=O)NCC(=O)OCC)cc2)cc1	96	104	101	107	96	99	101	112	98
Cc1cc(Nc2nc(-c3cn(-c4ccc(Cl)cc4)nn3)nc3ccccc23)n[nH]1	44	81	37	71	61	51	41	77	72
CC(=O)C1=NN(c2ccccc2)C2C3N(c4ccccc4)N=C(C(C)=O)N3c3[nH]c(-c4ccccc4)cc3N12 (centres undefined)	103	105	65	84	92	102	96	95	102
O=[N+]([O-])c1cc(C(F)(F)F)ccc1Cl	118	103	101	103	71	108	107	107	97
CC(C)CCC[C@@H](C)[C@H]1CC[C@H]2[C@@H]3CC=C4c5sc(Nc6ccccc6C(F)(F)F)nc5CC[C@]4(C)[C@H]3CC[C@]12C	99	104	109	101	88	103	106	109	99
O=S(=O)(c1c(F)cccc1F)N1CCN(c2nccc(-c3c(-c4cccc(F)c4)nc4sccn34)n2)CC1	96	90	90	108	82	88	99	95	94
CC(=O)N(C)c1ccc([N+](=O)[O-])cc1	114	101	106	118	106	105	117	92	100
COc1ccc(-c2cc(-c3cc(OC)ccc3OC)nc3sc(C(=O)c4ccc(Cl)cc4)c(N)c23)cc1	92	95	95	96	85	82	101	105	91
CCOC(=O)c1c(NS(=O)(=O)c2ccc(C)cc2)sc2c1CCC1(C2)OCCO1	100	94	98	103	80	86	100	89	96
COc1ccc(OC)c(NCCN2C(=O)c3ccccc3C2=O)c1	102	103	106	112	87	.	103	102	103
Cc1ccc(NC(=O)Nc2ccc3cc4ccc(NC(=O)Nc5ccc(C)cc5)cc4nc3c2)cc1	100	95	108	106	82	98	97	105	67
N#Cc1c(Nc2ccccc2)nn2c(-c3ccco3)ccnc12	92	99	96	.	87	86	92	99	96
O=S(=O)(c1ccc(Cl)cc1)c1nc(-c2ccccc2)oc1S(=O)(=O)c1ccc(Cl)cc1	101	79	81	89	88	88	98	101	82
CC(=O)N[C@@H](CO)CC(=O)c1ccc2c(c1N)C=CC(C)(C)O2	106	100	107	104	.	.	103	101	104
COc1cc(OC)c(C2C(Cl)C(=O)N2Nc2ncnc3ccccc23)cc1OC (centres undefined)	92	.	105	116	94	90	107	105	104
CC1Cc2c(N(C)C)ncnc2N2CCCc3cccc1c32 (centres undefined)	101	106	122	110	92	109	104	104	109
Cc1ccc(C)n1-c1ccsc1C(=O)NNC(=O)C(Cl)Cl	99	98	102	107	92	93	104	112	106
CCc1nc(NC(=O)CCl)c(C#N)cc1C	122	100	103	.	89	122	112	106	106
CC(=O)c1sc2nc(CSc3nc(C)cs3)[nH]c(=O)c2c1C	98	108	108	117	85	102	111	101	99
Cc1cc(=S)oc2c(O)c(O)ccc12	100	61	45	17	.	93	51	98	.
Fc1ccc(Nc2nnc(-c3ccc(Cl)cc3)o2)cc1	103	95	99	110	74	94	105	98	87
CCOC(=O)C(C(=O)OCC)C(C)(C)Cc1ccccc1	107	108	110	117	91	108	112	108	106
COc1cc2c(c(OC)c1OC)C(=O)CC(c1cccc(NC(=O)c3ccc(C#N)cc3)c1)O2 (centres undefined)	91	71	51	76	47	68	86	101	41
CC(=O)C1=C(C)NC(NNC(N)=O)=NC1c1ccccc1 (centres undefined)	103	100	102	104	97	104	102	98	101
O=C(Nc1ccc(C(F)(F)F)cc1)Nc1ncccc1OCc1ccccc1Cl	98	83	87	109	76	85	95	82	83
C(CCCSC1=NCCN1)CCSC1=NCCN1	113	95	94	107	103	107	110	90	98
Cc1nc2sc(C(=O)Nc3ccccc3)c(N)c2cc1C(C)O (centres undefined)	50	39	15	22	18	108	11	51	36
NCCCNc1nc2c3c(sc2c(=O)[nH]1)CCCC3	100	97	96	112	92	89	113	106	98
O=C1c2ccccc2C(=O)C1c1ccc(Cl)cc1	100	100	107	123	85	107	109	98	108
N#CC1CCCCCC1	99	108	102	117	98	98	103	109	97
O=C(c1ccc(Cl)cc1)C1[C@H](c2ccc(Br)cc2)[C@@H](c2ccccc2)NC12C(=O)Nc1ccc(Br)cc12 (some centres undefined)	-59*	-93*	-86*	-90*	-82*	-90*	-62*	-91*	-57*
O=C(Nc1ccc(I)cc1)c1cc([N+](=O)[O-])ccc1O	30	8.5*	29	18	-1.5*	46	34	55	40
COc1ccc2c(c1)c(-c1noc(-c3cn(C)c4ncc(F)cc34)n1)cn2C	57	75	68	42	79	108	18	88	64
CNc1ccc(C(=O)O)cc1	102	100	104	105	105	105	114	110	98
Cc1ccc(/C=C(/C#N)n2nnc3cccc(F)c32)cc1	16	4.7*	-33*	-53*	12	23	-35*	0.1*	8.5*
NNc1ccc(S(N)(=O)=O)cc1	110	91	94	111	.	94	107	102	.
CN(C)CCN1CCN(c2ncccc2C2Nc3ccccc3-n3cccc32)CC1 (centres undefined)	102	96	104	115	104	102	106	100	101
CC(=O)Nc1nnc2c3ccccc3n(C(C)=O)c2n1	99	111	116	95	113	95	109	106	103
COc1ccc(/C=N/O)cc1	114	101	105	123	138	104	114	88	102
CCN(CC)c1ccc(C=O)c(OCc2cn(CC(=O)Nc3c(Cl)cc(Cl)cc3Cl)nn2)c1	112	.	104	125	103	92	111	119	105
NS(=O)(=O)c1ccc(Nc2ncc3c(n2)CCCC3=O)cc1	107	103	108	109	92	103	102	106	106
CCCCCCCCCCCCCCCCCCOc1ccc(CC(=O)OCC[N+]2(C)CCOCC2)cc1	97	94	107	113	94	104	100	100	103
C[C@H](NC(=O)c1snnc1C1CC1)c1c(F)cccc1Cl	123	97	98	114	94	96	110	115	104

Copied from the list:
NCI/ADR-RES with NNc1ccc(S(N)(=O)=O)cc1 is entered as 94
NCI-H322M with CNc1ccc(C(=O)O)cc1 is entered as 102

Compounds listed so far with a nitro group on carbon, in the order listed:
SMILES	NCI-H322M	NCI-H23	NCI/ADR-RES	OVCAR-3	NCI-H522	NCI-H226	NCI-H460	OVCAR-5	OVCAR-8
COc1cc2nc3cc([N+](=O)[O-])ccc3c(NCCCNCC(C)(C)O)c2cc1OC	-25*	-47*	88	-60*	-57*	-38*	-49*	-3.6*	-45*
COC(=O)C1CCC(=O)N1S(=O)(=O)c1ccc([N+](=O)[O-])cc1 (centres undefined)	100	99	104	112	88	104	106	102	115
O=[N+]([O-])c1cc(C(F)(F)F)ccc1Cl	118	103	101	103	71	108	107	107	97
CC(=O)N(C)c1ccc([N+](=O)[O-])cc1	114	101	106	118	106	105	117	92	100
O=C(Nc1ccc(I)cc1)c1cc([N+](=O)[O-])ccc1O	30	8.5*	29	18	-1.5*	46	34	55	40

A different layout for 4 compounds above:
SMILES: CC(=O)C1=C(C)NC(NNC(N)=O)=NC1c1ccccc1 (centres undefined)
  NCI-H322M: 103
  NCI-H23: 100
  NCI/ADR-RES: 102
  OVCAR-3: 104
  NCI-H522: 97
  NCI-H226: 104
  NCI-H460: 102
  OVCAR-5: 98
  OVCAR-8: 101
SMILES: O=C(Nc1ccc(C(F)(F)F)cc1)Nc1ncccc1OCc1ccccc1Cl
  NCI-H322M: 98
  NCI-H23: 83
  NCI/ADR-RES: 87
  OVCAR-3: 109
  NCI-H522: 76
  NCI-H226: 85
  NCI-H460: 95
  OVCAR-5: 82
  OVCAR-8: 83
SMILES: C(CCCSC1=NCCN1)CCSC1=NCCN1
  NCI-H322M: 113
  NCI-H23: 95
  NCI/ADR-RES: 94
  OVCAR-3: 107
  NCI-H522: 103
  NCI-H226: 107
  NCI-H460: 110
  OVCAR-5: 90
  OVCAR-8: 98
SMILES: Cc1nc2sc(C(=O)Nc3ccccc3)c(N)c2cc1C(C)O (centres undefined)
  NCI-H322M: 50
  NCI-H23: 39
  NCI/ADR-RES: 15
  OVCAR-3: 22
  NCI-H522: 18
  NCI-H226: 108
  NCI-H460: 11
  OVCAR-5: 51
  OVCAR-8: 36

The results go on:
SMILES	NCI-H322M	NCI-H23	NCI/ADR-RES	OVCAR-3	NCI-H522	NCI-H226	NCI-H460	OVCAR-5	OVCAR-8
CC(C)(c1ccc(OCC(O)CNCc2ccco2)cc1)c1ccc(OCC(O)CNCc2ccco2)cc1 (centres undefined)	99	93	93	83	86	95	98	101	92
CCCNCCCCC(C)Nc1cc(OC)cc2cccnc12 (centres undefined)	110	106	103	111	102	97	105	101	100
CC(=O)OC[C@@]12CC[C@]3(C)[C@H](CC[C@@H]4[C@@]5(C)CC=C(OC(C)=O)C(C)(C)[C@@H]5CC[C@]43C)[C@H]1[C@@H](C)C(C)=C(/C(C)=N/O)C2	100	89	96	80	77	77	71	99	85
COc1ccc(/C=C2\Cc3cc4c(cc3C2=O)OCO4)cc1OC	80	82	44	59	27	84	53	99	79
CCCN(CC)c1ncnc2[nH]ncc12	100	97	96	.	93	.	105	96	107
O=C(O)c1cc([N+](=O)[O-])ccc1C(=O)OCCCBr	111	100	107	113	98	102	106	111	102
O[C@@H]1CO[C@H]2[C@@H]1OC[C@@H]2O	.	109	104	120	111	109	.	93	102
NC(N)=N/N=C(/C[n+]1ccccc1)c1ccc([N+](=O)[O-])cc1	105	95	110	106	101	99	105	103	101
COc1ccc(-c2nc3cc(Cl)c(Cl)cc3n2CC(=O)N=Nc2c(O)[nH]c3ccc(Br)cc23)cc1	41	-22*	-1.9*	.	14	-16*	-42*	-6.0*	12
CC1(C)C(=O)COC1=O	105	107	101	109	93	82	103	103	94
CCc1ccccc1NCCO	95	84	94	104	92	95	102	99	102

Screening results (PubChem BioAssay)
